Source: PubChem (several laboratories)
bIAP inhibitor = intestinal alkaline phosphatase (bovine) inhibition. purified bovine IAP, CDP-star luminescence, 30 min. inhibition, % at 20 µM. 190,000 tested, under 10 active;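 active = over 50% inhibition of intestinal alkaline phosphatase at 20 µM in the single-dose screen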
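Assay system – bovine IAP enzyme · Quantity – bovine IAP at 1/65,000,000 final dilution · Detection – CDP-star luminescence signal · Times – 30 min reaction at room temperature · Also added – CDP-star substrate at 30 µM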
ROMK primary = modulates human ROMK potassium channel activity | AID 1918 | P48048 | B-score at 10 µM | 130,000 tested, 2% active | Tet-inducible ROMK, thallium flux fluorescence; actives lie on both sides;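 active = signal ratio slope over the read window, or its plate-corrected B-score, at least 3 SD from the plate mean, either direction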;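 also: B-score of the F/F0 ratio slope over 7 to 12 s after thallium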
Target sequence (P48048 whole entry, looked up): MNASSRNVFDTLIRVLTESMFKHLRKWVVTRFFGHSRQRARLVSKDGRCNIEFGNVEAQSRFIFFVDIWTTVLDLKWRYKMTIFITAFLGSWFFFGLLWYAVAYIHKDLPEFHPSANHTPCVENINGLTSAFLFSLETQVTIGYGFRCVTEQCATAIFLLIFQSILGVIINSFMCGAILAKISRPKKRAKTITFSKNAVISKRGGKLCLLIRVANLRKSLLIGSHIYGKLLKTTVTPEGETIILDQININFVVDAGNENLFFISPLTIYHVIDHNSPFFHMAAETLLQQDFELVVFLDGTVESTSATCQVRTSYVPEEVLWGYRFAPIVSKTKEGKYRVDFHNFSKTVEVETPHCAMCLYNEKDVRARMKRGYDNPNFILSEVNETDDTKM
PPARg SRC-2 ag = promotes SRC-2 coactivator recruitment by human PPARgamma | P37231 | PPARgamma LBD-SRC-2 recruitment, biochemical | activation, % at 8 µM | 200,000 tested, 0.34% active; in the data active = activation above about 22%;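 also: 0% = vehicle and 100% = reference agonist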
bIAP act = increases bovine intestinal alkaline phosphatase activity; activation factor at 20 µM; AID 1016; 200,000 tested, 0.17% active; purified bovine IAP, CDP-star luminescence, 30 min; stronger effect = higher value; fold of DMSO-control signal, blank-subtracted;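 active = activation factor of 2 or more at 20 µM, a signal rise over negative controls twice the positive control's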
TR-FRET SRC-2 ct = TR-FRET artefact, counter-screen to PPARgamma/SRC-2 agonist assay; stronger effect = higher value; 200,000 tested, 0.4% active; TR-FRET ratio at 8 µM; AID 1049; in the data active = TR-FRET ratio above about 2000; also: inactives centre near 1500; reference of the scale not given here
Redox H2O2 prof = compounds producing H2O2 with reducing agent – biochemical, NIH compound library profiling, artefact control for MLSCN library redox annotation, primary screen. AID 878. 200,000 tested, 0.03% active. DTT-dependent redox cycling H2O2, phenol red/HRP absorbance; 100% = 100 µM peroxide control, 0% = buffer. activation, % at 10 µM;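 active = activation of at least 50% relative to the plate's high and low controls in the primary single-dose screen; inactive = activation below 50%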;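 also: compound incubated with DTT at 0.8 mM final as the reducing agent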
Lmaj promast = inhibitors of Leishmania major promastigote growth; 200,000 tested, 9% active; inhibition, % at 10 µM; AID 1063; Leishmania major promastigotes, resazurin fluorescence viability; in the data active = inhibition above about 50%;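 also: promastigotes grown with compound for 44 hours at 28 °C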
PPARg SRC-1 ag = promotes SRC-1 coactivator recruitment by human PPARgamma; P37231; PPARgamma-SRC-1 coactivator recruitment biochemical assay; activation, % at 8 µM; 200,000 tested, 0.41% active; AID 631; in the data active = activation above about 19%;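 also: 0% = DMSO and 100% = reference agonist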
TLR4-MyD88 BLA = blocks binding of human TLR4 to MyD88 | HeLa CL3-4 TLR4/MyD88 BLA complementation, FRET ratio | inhibition, % at 8.4 µM | 200,000 tested, 0.18% active | AID 861; in the data active = inhibition above about 25%;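 also: 0% = vehicle and 100% = reference inhibitor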
PPARg SRC-3 ag = PPARgamma-driven SRC-3 recruitment agonism; P37231; biochemical PPARgamma/SRC-3 coactivator recruitment assay; activation, % at 8 µM; 200,000 tested, 0.26% active; AID 731; in the data active = activation above about 23%;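 also: 0% = DMSO and 100% = reference agonist; some compounds past the cut are filed as inactive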
S1P3 antagonist = blocks the human S1P3 receptor | inhibition, % at 4.98 µM | AID 485 | 170,000 tested, 0.27% active | CHO S1P3 NFAT-BLA reporter, FRET fluorescence, antagonist mode | Q99500;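 active = inhibition above the plate cutoff, the mean inhibition of test wells on that plate plus 3 SD, cut at about 28% in these data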;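 also: cells challenged with S1P at its EC80 of 0.8 µM; blue over green emission ratio from cleaved BLA substrate after 4 h stimulation; 0% = S1P-stimulated wells and 100% = unstimulated DMSO-only wells; some compounds past the cut are filed as inactive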
Target sequence (Q99500 whole entry, looked up): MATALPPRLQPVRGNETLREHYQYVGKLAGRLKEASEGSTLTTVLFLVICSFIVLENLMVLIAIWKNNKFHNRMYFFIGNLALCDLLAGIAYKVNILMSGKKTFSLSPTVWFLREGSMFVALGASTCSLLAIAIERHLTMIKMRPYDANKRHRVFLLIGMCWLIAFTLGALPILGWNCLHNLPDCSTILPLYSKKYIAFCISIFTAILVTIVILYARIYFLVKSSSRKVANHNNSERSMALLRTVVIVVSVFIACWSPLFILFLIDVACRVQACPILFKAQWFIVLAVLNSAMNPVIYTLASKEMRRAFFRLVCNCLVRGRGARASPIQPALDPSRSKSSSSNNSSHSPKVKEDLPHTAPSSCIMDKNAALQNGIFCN
The depositor's hits bear a star; . = no result given. Random draw from the library (roughly 11% active in at least one column).

SMILES	bIAP inhibitor	ROMK primary	PPARg SRC-2 ag	bIAP act	TR-FRET SRC-2 ct	Redox H2O2 prof	Lmaj promast	PPARg SRC-1 ag	TLR4-MyD88 BLA	PPARg SRC-3 ag	S1P3 antagonist
Cc1cc(-c2nnc(SCc3cccnc3)o2)no1	2.1	.	-0.2	1	1524	2.2	-8.8	-4.3	7.5	9.6	-3.5
COC(=O)C(CC(C)C)NC(=O)C(N)Cc1ccccc1 (stereo not given)	4.8	-0.788	2.3	1	1531	-5.7	-0.1	-3.0	-4.1	7.2	.
O=C(COc1cccc(F)c1)N1c2ccccc2Sc2ccccc21	1.6	-0.489	2.8	1	1548	2.6	4.1	-5.0	-3.6	2.1	-13.3
CCO[C@@H]1OC(C(=O)N2CCN(C)CC2)=C[C@H](c2coc3ccccc3c2=O)[C@H]1CCCO	-4.1	.	9.0	1	1699	-1.4	-4.5	6.6	3.9	1.1	-19.9
Fc1ccc(Sc2ccccc2CNC2=NCCN2)cc1	-11.8	-1.6	1.8	1.1	1401	-0.2	99.6*	-0.9	-3.5	-7.3	-14.9
Clc1ccc2[nH]c3c(NCCN4CCOCC4)ncnc3c2c1	-5.3	-2.02	-5.0	1.1	1389	-0.5	11.5	-8.6	12.9	-5.3	.
CCCCCCC1CCC(C(=O)N2CCOCC2)CC1 (stereo not given)	-7.2	0.0253	1.1	1.1	1582	-0.7	-2.1	-4.2	1.5	1.4	-7.0
Cc1noc(C)c1COc1ccc(C(=O)OCC(=O)c2ccc3c(c2)OCCO3)cc1	3.7	.	-3.6	1	1620	0.3	-7.6	6.4	8.0	-2.7	-11.8
C1CN(CC23CC4CC(CC(C4)C2)C3)CCO1	12.9	.	0.8	0.9	1424	1.2	80.7*	-1.7	-3.0	-7.9	.
O=C(OCC(=O)N1CCN(C(=O)c2ccco2)CC1)c1ccccc1C(=O)c1ccc(Cl)cc1	7.4	.	5.7	0.9	1531	0.1	-2.9	8.7	8.2	-1.4	-5.8
COc1ccc(-c2nn3c(-c4ccccn4)nnc3s2)cc1OC	30.2	-1.02	3.1	0.7	1454	-0.2	18.1	4.5	-2.4	-2.2	.
COC(=O)c1c(NC(=O)CN2CCN(c3ccccc3Cl)CC2)sc(C)c1C	-9.9	.	1.6	1.1	1708	2.2	-3.8	0.4	3.0	1.2	3.8
COC(=O)[C@H](C)NC(=O)NC1CCN(Cc2ccccc2)CC1	19.9	.	1.9	0.8	1574	-2.3	-3.5	8.1	2.6	5.1	.
Cc1c(C(=O)Nc2ccncc2)sc2nc(-c3ccccc3)cn12	6.1	.	-1.5	0.9	1596	-0.3	76.2*	9.8	-1.8	1.8	12.9
CCOC(=O)C1=C(C)OC(N)=C(C#N)C1c1cc2c(cc1Br)OCO2 (stereo not given)	8.3	.	-1.6	0.9	1592	2.1	13.9	-1.9	-1.2	13.6	0.8
CCOc1ccccc1N1CC(C(=O)N2CCc3ccccc32)CC1=O (stereo not given)	-12.6	.	2.8	1.1	1659	1.2	-4.3	2.3	-7.7	11.5	.
Cc1cc(NC(=O)c2noc3c2CCCC3)nn1Cc1ccc(Cl)cc1	-6.3	.	0.9	1.1	1672	-0.5	12.7	-2.1	-12.6	-2.2	19.4
Cc1ccc(OCC(=O)Nc2ccc(C)c(S(=O)(=O)N3CCCCCC3)c2)c([N+](=O)[O-])n1	4.5	2.23	6.4	1	1670	-1.2	63.5*	16.1	-3.1	5.7	-0.8
CSc1nnc(C)c(=O)n1COC(=O)COc1ccccc1C	6.8	0.365	8.0	0.9	1394	0.3	-2.2	3.1	-5.3	-2.6	-20.5
NC1=NC2(CCCCC2)N=C(Nc2ccc(F)cc2F)N1	-25.8	.	4.3	1.3	1548	2.8	-1.6	7.2	3.5	-0.9	.
CCOC(=O)C(C(=O)OCC)C1CS(=O)(=O)CC1C(C(=O)OCC)C(=O)OCC (stereo not given)	8.7	0.44	2.5	0.9	1370	0.6	-5.5	-2.6	6.8	7.6	.
Cc1nc([N+](=O)[O-])c(Br)n1CC(=O)c1ccc(F)cc1	7.6	0.705	-11.6	0.9	1468	-0.3	89.1*	7.9	-5.5	-3.1	18.1
CC(=O)c1cc(C#N)c(N2CCCCC2)nc1C	21.3	0.0596	3.2	0.8	1359	-0.1	-3.1	-2.3	7.4	-0.7	-13.4
CCOC(=O)N1CCC(NC(=O)C2CCN(C(=O)N3CCOc4ccccc43)CC2)CC1	-30.1	-0.314	-1.4	1.3	1693	-0.9	-2.8	-7.0	-12.3	5.8	.
CC1(C)CC(=O)C2=C(C1)N(CCN1CCOCC1)C1=C(C(=O)CC(C)(C)C1)C2c1cccc(Cl)c1	-15.2	-2.96*	3.3	1.2	1683	-2.9	61.1*	8.7	11.9	13.5	1.5
More structures.
SMILES	bIAP inhibitor	ROMK primary	PPARg SRC-2 ag	bIAP act	TR-FRET SRC-2 ct	Redox H2O2 prof	Lmaj promast	PPARg SRC-1 ag	TLR4-MyD88 BLA	PPARg SRC-3 ag	S1P3 antagonist
COCC(=O)NCCc1nc(-c2ccccc2)cs1	11.9	.	7.8	0.9	1572	-0.9	-1.2	6.9	7.0	6.9	-11.6
Cc1ccc(S(=O)(=O)NCC(=O)OCC(=O)N2CCc3ccccc32)cc1	17.2	-0.243	-2.5	0.8	1387	1.6	-2.1	-7.0	-5.8	-3.7	-4.3
O=c1[nH]c2ccccc2n1CCCSc1cnc2ccccc2n1	-4.1	.	6.1	1	1594	0.9	7.9	2.9	1.1	3.2	-7.8
CC(C)(C)c1ccc(-c2nnc(SCCN3C(=O)c4ccccc4C3=O)o2)cc1	10.0	.	1.1	0.9	1507	-1.0	-3.1	3.4	-4.0	-10.9	.
COc1ccc(C2=NCCNC(C(F)(F)F)=C2)cc1	-0.6	-0.207	6.5	1	1789	-0.2	3.7	7.1	6.3	3.4	-15.8
CCOC(=O)CSc1nnc(CNC(=O)Cc2ccccc2)n1-c1ccccc1OC	3.1	.	1.8	1	1777	0.2	-5.3	3.6	-10.0	-0.4	3.3
O=C(O)C(=O)/C(=C\c1ccc([N+](=O)[O-])cc1)c1ccc2ccccc2n1	1.6	0.545	11.3	1	1854	-1.3	-0.8	4.7	-6.6	-2.7	-5.9
CCOC(=O)Cc1csc(NC(=O)c2ccoc2C)n1	2.3	.	-8.4	1	1448	2.8	2.5	-3.5	-3.5	5.7	6.3
COc1ccc(N=C(N(C)C)P(=O)(N(C)C)N(C)C)cc1	3.0	0.0571	11.1	1	1746	-0.5	1.8	0.1	-3.9	-2.7	.
Cc1cc(C)cc(C(=O)NCC(=O)OCc2cc([N+](=O)[O-])cc3c2OCOC3)c1	3.6	-0.373	3.4	1	1534	0.0	-2.1	-6.4	-1.6	-1.7	-21.1
Cc1ccc(CN2C(=O)CCC2C(=O)NCCCN2CCC(C)CC2)cc1 (stereo not given)	-2.1	-0.199	6.0	1	1589	-0.6	-3.9	3.3	-17.7	9.0	12.5
CCOC(=O)Nc1ccc2c(c1)nc(CN1CCOCC1)n2C	1.5	.	7.8	1	1611	1.8	-1.4	7.9	-1.8	3.7	-2.9
CC(NC(=O)CSc1ncnc2nc[nH]c12)c1ccccc1 (stereo not given)	-9.3	0.264	5.0	1.1	1621	0.1	4.5	-2.6	-1.5	-0.2	.
Cc1ccc([N+](=O)[O-])c2c1C(N1CCCC1)C(C)(C)O2 (stereo not given)	-10.7	0.479	7.7	1.1	1929	-2.3	3.1	1.1	-7.0	1.0	4.2
O=C1CC(C(=O)NCc2ccccc2)C2(CCCC2)O1 (stereo not given)	-3.5	.	2.2	1	1687	0.2	-4.6	12.8	-7.3	-1.8	-2.4
CC(C)(O)C(=O)NNC(=S)Nc1ccc(F)c(Cl)c1	-28.8	-1.06	5.5	1.3	1518	-0.2	-3.4	-5.9	-10.9	0.7	-5.3
Oc1ccccc1CNc1ncc(Br)cc1Br	17.8	.	2.4	0.8	1608	1.7	12.5	-4.4	2.5	-9.7	.
S=C(NCCc1ccc(Cl)cc1)Nc1ccc(Cl)cc1Cl	-0.6	.	8.3	1	1403	0.0	1.9	-0.3	3.9	1.7	0.6
CCNCc1cc(Cl)cc(OC)c1OC(C)C	.	0.0945	2.5	0.3	1549	-0.1	-2.1	-5.6	-25.6	-2.9	-2.3
O=C(CSc1nnc(Cc2cccs2)n1Cc1ccco1)Nc1ccc(Cl)cc1Cl	10.6	-2.86	-5.0	0.9	1718	-1.0	3.8	3.6	14.4	4.0	-3.7
O=C(Cc1ccc(Cl)cc1)NCCN1CCCC1	7.3	0.0342	-1.1	0.9	1397	-0.1	-2.5	4.7	0.0	-7.9	-29.3
Fc1ccc(CCNC(=S)Nc2ccc(F)c(Cl)c2)cc1	16.6	0.52	-4.2	0.8	1604	-0.4	11.9	0.9	-4.0	0.1	-0.1
c1ccc2c(c1)CCN(c1ncnc3nc[nH]c13)C2	-4.2	.	0.1	1	1467	-0.2	-5.2	0.1	-0.3	1.6	7.7
CCOC(=O)c1cc2c(N)c(C(=O)c3ccc(Br)cc3)sc2[nH]c1=O	-18.7	0.25	-6.6	1.2	1294	0.3	0.8	5.8	0.8	1.0	7.8
CCc1nnc(NC(=O)C2CC(=O)N(c3ccc(C)cc3)C2)s1 (stereo not given)	8.3	.	2.9	0.9	1400	14.8	-7.2	2.4	1.6	-10.6	-17.0

The final 2 compounds of the section before open the next one.
SMILES	bIAP inhibitor	ROMK primary	PPARg SRC-2 ag	bIAP act	TR-FRET SRC-2 ct	Redox H2O2 prof	Lmaj promast	PPARg SRC-1 ag	TLR4-MyD88 BLA	PPARg SRC-3 ag	S1P3 antagonist
CCOC(=O)c1cc2c(N)c(C(=O)c3ccc(Br)cc3)sc2[nH]c1=O	-18.7	0.25	-6.6	1.2	1294	0.3	0.8	5.8	0.8	1.0	7.8
CCc1nnc(NC(=O)C2CC(=O)N(c3ccc(C)cc3)C2)s1 (stereo not given)	8.3	.	2.9	0.9	1400	14.8	-7.2	2.4	1.6	-10.6	-17.0
CCOC(=O)c1sc(=S)n(CC)c1NC(=O)C1CC1	8.3	.	1.7	0.9	1691	0.3	-4.8	1.9	-17.1	21.4	-0.3
O=c1c2ccccc2c(C=Nc2ccc(S(=O)(=O)Nc3ncccn3)cc2)c(O)n1-c1cccc(Cl)c1	4.6	-0.336	2.2	1	1502	-0.2	-0.1	8.2	-3.5	3.7	-9.1
Cc1nn(CC(=O)Nc2ccc3c(c2)nc2n3CCOC2)c(=O)c2ccccc12	-3.2	-0.192	0.9	1	1338	0.1	4.5	3.4	9.0	-3.9	.
O=C(NCc1cccs1)C1CCN(c2nccs2)CC1	-2.6	-0.408	-3.0	1	1547	1.2	-18.1	1.5	-14.8	-1.4	2.3
Nn1cnnc1SCC(=O)Nc1ccc2c(c1)OCCO2	4.8	.	4.9	1	1456	3.1	-2.9	-1.2	-3.2	7.8	-5.9
O=C(CSCc1ccc(Cl)cc1)NCc1ccc2c(c1)OCO2	37.8	-1.2	5.5	0.6	1652	0.3	-0.3	6.8	-11.6	0.7	.
N#CC1=C(O)C(c2ccccc2)n2c1nc(=O)c1ccccc12 (stereo not given)	7.3	.	9.4	0.9	1494	2.9	-7.1	4.4	4.1	-9.7	-33.7
Cc1sc(NC(=O)CCCC(=O)O)c(C#N)c1C	2.7	.	-2.9	1	1580	0.3	-2.8	8.6	6.9	6.7	-44.3
